# Bioassay records as filed in PubChem.
# m5-HT2A agonist – mouse Htr2a agonists via beta-arrestin recruitment, primary screen, cell-based, luminescence | 5-hydroxytryptamine receptor 2A (Mus musculus), P35363 | 360,000 compounds, 0.66% hits | CHO-K1 mHTR2A beta-arrestin complementation; percent of 30 µM serotonin response | activation, % at 7.6 µM;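 active = activation above a run cutoff, the mean activation of all tested compounds plus 3 SD, cut at about 14% in these data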;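 note: 0% = plate median of compound wells and 100% = 30 µM serotonin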
# MC4R antag cAMP – MC4R antagonists of cAMP signaling, primary screen, cell-based, TR-FRET, antagonist arm of biased-ligand search; MC4R-expressing cells, MTII-stimulated cAMP, LANCE TR-FRET; inhibition, % at 6.5 µM; 360,000 compounds, 0.48% hits; AID 540295, 2011;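 active = inhibition above its plate's cutoff, the mean of tested wells on that plate plus 3 SD, cut at about 29% in these data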;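 note: 0% = Melanotan II alone and 100% = Melanotan II plus saturating MCL0020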
#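 System: U2OS-MC4R stable cell line; Technique: Eu-cAMP/anti-cAMP TR-FRET, emission 671 nm; Repeats: single well per compound; Also added: Melanotan II; Dosing: one concentration, 6.5 µM nominal; Schedule: 30-min compound, 1-h challenge, 1-h detection, room temperature.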
# Glyco luc inh – increase of ERlucT glycosylation luciferase signal, primary screen, N-linked glycosylation inhibitor project, D54 ERlucT cells, luminescence, set 2; D54 ERlucT glycosylation luciferase reporter, 24 h; percent of 100 nM tunicamycin response; reporter increase, % at 12.5 µM; 360,000 compounds, 0.23% hits; AID 588692, 2011;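 active = mean luciferase reporter signal, scaled so untreated is 0 and the glycosylation-blocking control 100, at or above a set limit in every replicate; inconclusive = mean reaches the limit but not every replicate does; inactive = mean below the limit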;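 note: luciferase carries N-glycosylation sites so blocking glycosylation raises the light; 0% = median of neutral control wells and 100% = median of 100 nM tunicamycin wells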
# PDI inh – inhibitors of human PDI, primary screen, biochemical, turbidity, single point, plate reader. PDI insulin aggregation turbidity, A650, 90 min. inhibition, % at 10 µM. 350,000 compounds, 0.052% hits. AID 588391, 2011;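 active = mean inhibition across replicates of 30% or more, whatever share of single replicates reach that level; inconclusive = mean inhibition below 30% while every single replicate reaches 30%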;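 note: absorbance from insulin aggregation driven by PDI reduction with DTT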
# Exocytosis inh – LAMP-1 surface exposure blockers, TALL-104 cells – cell-based, flow cytometry, MLPCN library, primary screen; TALL-104 LAMP-1 surface exposure; cells stimulated with thapsigargin and PMA; inhibition, % at 10 µM; 360,000 compounds, 0.66% hits;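 active = inhibition above about 55%, limit read from the data; inconclusive = no clear call, values can overlap the other calls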
# MC4R barr agon – MC4R agonists recruiting beta-arrestin, primary screen, cell-based, luminescence, agonist arm of biased-ligand search; Melanocortin receptor 4 (Homo sapiens), P32245; U2OS MC4R beta-arrestin complementation; percent of melanotan II response, DMSO zero; activation, % at 8.9 µM; 360,000 compounds, 0.98% hits; AID 540308, 2011;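 active = activation above a per-plate cutoff, the mean activation of sample wells on that plate plus 3 SD, cut at about 8% in these data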
# ABHD5-PLIN5 inh – ABHD5-PLIN5 interaction inhibitors, primary screen, cell lysate, split luciferase complementation, luminescence; inhibition, % at 4 µM; 360,000 compounds, 0.78% hits; Split G. princeps luciferase complementation, 4 h; Perilipin-5 (Homo sapiens) + 1-acylglycerol-3-phosphate O-acyltransferase ABHD5 (Homo …; AID 602281, 2012;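 active = inhibition above the mean inhibition across every tested compound plus 3 SD, cut at about 22% in these data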;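 note: 0% = DMSO only wells and the 100% control is not disclosed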
# CaV13 FRET inh – Disruptors of the CACNA1D IQ motif to Ca2+-dependent inactivation inhibitor domain association, primary screening, Förster resonance energy transfer in intact living …. HEK cells, CFP/YFP FRET ICDI-IQ, plate reader, 10 min; percent FRET-ratio fall versus neutral wells. inhibition, % at 12.3 µM. 340,000 compounds, 0.098% hits;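 active = mean replicate inhibition of at least 30% and at least 1% of replicates passing that level; inconclusive = only one of the two criteria is met; inactive = neither criterion is met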;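 note: 0% = median of the neutral control wells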
# ABCB6 inh 2 – ABCB6 transporter inhibitors, primary screen, K562-ABCB6 cells, flow cytometry, MLPCN library. 360,000 compounds, 0.19% hits. AID 602162, 2011. fluorescence ratio to DMSO, % at 10 µM. K562-ABCB6 porphyrin accumulation, 1 h; active compounds read low;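 active = fluorescence ratio to DMSO below 75%, the collection mean minus 3 SD; inconclusive = too few cells collected in the well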;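 note: signal is porphyrin accumulated inside mitochondria; 100% equals median channel fluorescence of DMSO control wells; lower ratio means ABCB6 inhibition with less porphyrin fluorescence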
# Target sequence (Q9NP58 whole entry, looked up): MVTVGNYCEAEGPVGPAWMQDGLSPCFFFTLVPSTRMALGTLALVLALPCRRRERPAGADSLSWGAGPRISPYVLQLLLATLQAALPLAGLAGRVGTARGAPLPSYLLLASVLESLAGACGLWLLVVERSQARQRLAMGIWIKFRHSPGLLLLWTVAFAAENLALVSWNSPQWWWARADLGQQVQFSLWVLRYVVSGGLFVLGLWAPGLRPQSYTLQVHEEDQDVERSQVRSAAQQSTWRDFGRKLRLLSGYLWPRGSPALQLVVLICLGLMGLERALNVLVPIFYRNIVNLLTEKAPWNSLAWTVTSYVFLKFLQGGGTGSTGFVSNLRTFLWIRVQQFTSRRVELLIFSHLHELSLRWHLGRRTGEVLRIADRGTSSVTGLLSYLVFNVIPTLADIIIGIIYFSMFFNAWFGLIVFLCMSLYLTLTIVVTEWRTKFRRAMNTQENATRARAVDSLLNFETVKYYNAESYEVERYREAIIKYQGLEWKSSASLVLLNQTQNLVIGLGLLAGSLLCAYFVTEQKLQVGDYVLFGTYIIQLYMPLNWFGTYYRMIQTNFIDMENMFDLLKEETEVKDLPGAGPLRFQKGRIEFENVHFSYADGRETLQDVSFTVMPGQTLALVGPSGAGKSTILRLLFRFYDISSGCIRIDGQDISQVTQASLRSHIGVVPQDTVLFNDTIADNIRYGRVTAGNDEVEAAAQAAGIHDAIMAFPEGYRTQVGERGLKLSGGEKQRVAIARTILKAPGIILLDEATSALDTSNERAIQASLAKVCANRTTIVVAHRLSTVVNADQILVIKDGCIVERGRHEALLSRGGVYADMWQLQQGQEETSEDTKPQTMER
# Cardio protect – cardioprotection against H2O2-induced cell death, primary screen, uHTS, H9c2 cells, ATPLite luminescence | H9c2 cardiomyocytes, H2O2 injury protection, 2 h | AID 588492, 2011 | 360,000 compounds, 0.63% hits | protection from H2O2 cell death, % at 20 µM;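 active = compounds giving at least 50% protection of heart cells from peroxide-induced death in the single-dose screen, raw or plate-pattern-corrected value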;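 note: 0% = DMSO wells with peroxide and 100% = DMSO wells without peroxide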
# Active calls of the source: *; ? = inconclusive; . = not tested or not shown. The order is random, and some 4.2% of all compounds hit somewhere here.
Compound,m5-HT2A agonist,MC4R antag cAMP,Glyco luc inh,PDI inh,Exocytosis inh,MC4R barr agon,ABHD5-PLIN5 inh,CaV13 FRET inh,ABCB6 inh 2,Cardio protect
O=C(COC(=O)c1cc([N+](=O)[O-])ccc1N1CCOCC1)c1ccc(F)cc1,-5,8,3,8,0,-2.7,5,-3,98,4
CC(C)Cc1nc(Cl)c(C#N)c2c1CCCC2,9,23,-4,9,2,0.9,1,-6,96,-11
CC[C@@H](C)[C@H](NC(=O)Cc1c(C)c2cc3c(C)c(C)oc3c(C)c2oc1=O)C(=O)O,-2,-4,-1,-4,-16,0.1,6,-3,93,2
CCC(=O)N1CCc2cc(S(=O)(=O)CCC(=O)Nc3ccc(C)cn3)ccc21,2,10,1,3,-10,-1.4,-5,-5,95,11
COC(=O)C1=C(C)N(Cc2ccco2)C(=O)N[C@@H]1c1ccccc1,-4,4,1,-4,2,-0.9,-3,-11,96,-5
Cc1cnc(C(=O)NCc2ccc(Cl)cc2Cl)cn1,-1,12,0,-8,-5,2.3,6,-7,101,1
CCCC(C)C(=O)NCc1ccncc1 (centres undefined),0,2,3,-2,-2,-2.0,1,-7,102,6
Nc1ccccc1-c1nnn(CC(=O)N2CCCc3ccccc32)n1,-2,0,-2,2,-3,-1.0,-5,-10,99,7
CC(C(=O)OCC(=O)c1ccc(Br)cc1)N1C(=O)C2C3CCC(C3)C2C1=O (centres undefined),-1,-3,0,1,2,1.6,-3,-3,90,3
O=C1Nc2ccc(S(=O)(=O)N3CCOCC3)c3cccc1c23,1,10,4,-1,4,-3.3,-2,-10,96,-2
CC1(C)CC(=O)C2=C(C1)N(Cc1cccnc1)C(=O)C2(NC(=O)C1CC1)C(F)(F)F (centres undefined),1,-3,-1,2,-4,0.1,1,-4,95,0
C=CCSc1nc(-c2ccccc2)c(C#N)c(=O)[nH]1,0,20,0,3,0,0.0,-1,-9,94,3
COc1ccc(CNC(=O)Nc2ccc(OC)cc2)cc1,-2,-3,0,1,-5,-1.7,2,-7,97,2
CCOC(=O)c1cnc2c(cnn2C)c1Oc1ccc(OC)cc1,2,6,-1,-1,-3,-2.1,5,-4,93,8
CCOc1ccccc1CNC(=O)CN1C(=O)CSc2ccc(S(=O)(=O)N3CCOCC3)cc21,3,1,1,3,1,-1.5,-10,-3,76,-2
C=CCOc1ccc2nnc(C)n2n1,1,3,2,-2,-12,0.9,-4,-5,106,10
Cc1ccccc1C(=O)NC(=S)Nc1ccc(N2CCOCC2)cc1,-2,4,2,3,0,-1.9,0,-7,98,-13
CC(C)c1ccc(OCC(=O)NC2CC(C)(C)NC(C)(C)C2)c(Br)c1,4,1,5,8,4,0.0,4,-6,105,10
O=c1[nH]c2ccc(S(=O)(=O)Nc3ccc(Br)cc3)cc2[nH]1,2,8,-1,-4,-2,0.9,-3,-4,91,-3
C=CCN1C(=O)NC(c2ccc(OC)cc2)(C(F)(F)F)S/C1=C(\C#N)c1nnc(N2CCOCC2)n1-c1ccccc1 (centres undefined),5,2,3,4,-4,-0.8,8,-5,104,4
O=C(O)C(CCC(C(=O)O)c1ccccc1)c1ccccc1 (centres undefined),0,3,0,0,-2,-2.0,0,-6,91,-1
Cc1cccc(S(=O)Cc2ccc(C(=O)NC3CCN(Cc4ccccc4)CC3)o2)c1 (centres undefined),-10,7,-2,3,2,-0.9,3,-6,96,6
COc1ccc(/C=N/NC(=O)CCn2cnc(-c3ccccc3)c2-c2ccccc2)cc1OC,-4,-19,13,0,2,-5.0,3,-2,103,7
Cc1cc(C)cc(C(=O)NCC(=O)OCC(=O)N(C)c2ccccc2)c1,-4,-4,-1,2,-1,-2.7,-2,7,97,0
Cc1ccc(C(=O)NC2CCN(C(=O)NCc3ccccc3)CC2)cc1,0,-2,1,-3,?,-1.6,2,-3,96,0
O=C(NNS(=O)(=O)c1ccccc1)C1CCN(S(=O)(=O)c2ccc(Cl)cc2)CC1,0,-3,-2,-3,0,-3.0,0,-4,100,2
O=C(O)Cn1c(-c2ccccc2)nc2ccccc21,3,0,2,16,0,-1.1,-3,.,103,11
O=[N+]([O-])c1cccc(-n2cccc2/C=N/Nc2nc(N3CCCCC3)nc(N3CCCCC3)n2)c1,-5,9,-3,-1,0,0.0,-5,-5,95,1
Oc1ccc(-c2nc3ccccc3nc2-c2ccccc2)cc1,-2,-8,6,-7,1,3.5,5,-2,94,5
CC(=O)N1N=C(c2cccs2)CC1c1cccc([N+](=O)[O-])c1 (centres undefined),-5,0,1,8,-1,-2.7,3,4,95,11
COc1ccccc1CN1CCNC(=O)C1CC(=O)NCCCN1CCCC1=O (centres undefined),1,-5,0,3,2,-1.1,6,-7,105,-1
Cc1ccc(C(=O)N2CCN(c3cccc(C)c3C)CC2)o1,-4,2,3,5,-5,-0.6,2,.,91,0
CCN(CC)C(=O)Cn1cnc2sc(C(=O)N3CCN(c4ccc(OC)cc4)CC3)c(C)c2c1=O,1,-6,-3,25,-1,0.1,5,.,101,0
CCOC1=C/C(=C/c2c(N)n3nc(S(=O)(=O)CC)sc3nc2=O)C=CC1=O,9,6,0,0,-2,-1.0,1,-22,100,3
CCN(CC)C(=O)CSc1nc2cc3c(cc2c(=O)n1CCCC(=O)NCc1ccc(OC)cc1)OCO3,-2,1,3,8,-2,-1.2,0,0,96,20
O=c1[nH]c(-c2ccccc2)nc(-c2ccccc2)c1Cl,-3,16,1,-7,-2,0.7,-1,-5,102,2
Cc1ccc(C(=O)Nc2ccncc2)cc1S(=O)(=O)N1CCCCC1,4,4,-3,-4,-4,0.7,6,-9,95,-8
COc1ccc(CN2CCNC(=O)C2CC(=O)NCCSc2nccn2C)c(OC)c1 (centres undefined),-2,4,1,-2,2,-0.2,-4,-7,102,0
Cc1nc2ccc(NC(=O)c3ccc4ccccc4n3)cc2s1,1,4,4,-4,-1,-1.1,2,8,95,-4
Cc1nn(C(=O)/C(C#N)=C/N(C)C)c(C)c1C,9,-2,3,-3,3,-2.2,3,-2,95,11
CCOc1cc(CNCCO)cc(Br)c1OCc1ccc(Cl)cc1,-7,-5,-2,1,63*,-0.9,25*,-4,94,-40
CC(C)Oc1ccc(F)cc1-c1cc(C(=O)NCc2ccc(C(F)(F)F)cc2)[nH]n1,3,19,-5,-5,13,-0.3,-8,-8,92,-1
CCC(C)N1CC(O)=C(c2nc3ccccc3[nH]2)C1=N (centres undefined),-4,-2,3,-2,-2,0.2,-1,-10,102,-2
CCc1ccc([C@@H]2CC=C(C(=O)O)[C@H](c3ccccc3F)N2S(=O)(=O)c2ccc(C)cc2)cc1,2,1,4,-6,-1,0.3,-5,-6,98,2
COc1ccc(CCCc2nc3ccccc3[nH]2)cc1,-3,0,-1,-9,-2,-0.7,-3,-15,93,-7
O=C(Cn1cnc2c(cnn2-c2ccccc2)c1=O)OCc1ccccc1,3,-2,1,-3,1,-2.2,4,-9,98,-1
COc1ccc(NC(=O)CSc2ncn(-c3ccccc3)n2)cc1Cl,-1,7,3,-8,-6,-0.4,-1,-4,99,-3
CSc1n[nH]c(=S)n1N,6,5,2,3,-3,-2.5,0,0,101,-4
CC(C)(C)OC(=O)C[C@@H]1C/C=C\C[C@H](CC(=O)N(CCO)Cc2ccccc2)C(=O)N[C@@H](Cc2ccccc2)COC1=O,1,2,1,-2,-4,-0.4,-10,-5,95,10
Cc1nc(NC(=O)c2ccncc2)sc1C(=O)N(C)C,-6,7,2,-7,0,-0.8,2,-5,97,0
COc1cc(C(=O)NC(C)c2ccc(-n3ccnc3)cc2)cc(OC)c1C (centres undefined),-8,0,4,-9,-8,-1.7,-16,-3,94,-7
O=C(Cn1c(=O)n(-c2cccc(Cl)c2)c(=O)n1CC(=O)N1CCCCC1)N1CCCCC1,9,17,1,2,-2,1.5,0,-6,98,5
O=C(OCC(=O)N1CCCCC1)c1cc2ccccc2cc1O,-1,-5,-1,3,-2,-1.2,0,-5,104,-7
CCN(CC)C(=O)CP(=O)(c1ccccc1)c1ccccc1,3,5,0,-1,-1,-1.6,-2,-5,101,-5
NS(=O)(=O)c1ccc(NC2=CC(c3ccc([N+](=O)[O-])cc3)N(c3ccc(S(N)(=O)=O)cc3)C2=O)cc1 (centres undefined),1,5,0,-29,-1,-1.4,7,8,95,3
CCOC(=O)CC(/C(C)=N\O)c1ccccc1 (centres undefined),0,8,0,1,-1,-1.6,2,-4,98,4
COc1cc(NC(=O)N2c3ccccc3Sc3ccccc32)c(C(=O)O)cc1OC,-6,12,-1,-3,-8,0.2,4,-11,96,2
CCOc1cc(CNc2ccccc2)cc(Br)c1OCc1ccc(F)cc1,0,4,-8,-2,34,4.0,-11,-5,94,-21
COc1ccccc1CNC(=O)COC(=O)Cn1cnc2c1c(=O)n(C)c(=O)n2C,1,0,0,3,6,-1.3,5,-5,95,1
Cc1cccc(NC(=S)N2CCCN(c3ncccc3[N+](=O)[O-])CC2)c1,-1,6,-2,-1,-4,-2.1,-1,-5,101,1

# Next section
Compound,m5-HT2A agonist,MC4R antag cAMP,Glyco luc inh,PDI inh,Exocytosis inh,MC4R barr agon,ABHD5-PLIN5 inh,CaV13 FRET inh,ABCB6 inh 2,Cardio protect
O=C(CCNC(=O)C1CCN(S(=O)(=O)c2ccccc2)CC1)NCc1ccc(Cl)c(Cl)c1,-3,5,-1,-7,2,-1.2,-1,-2,100,-1
O=c1ccn(C2CCCCC2)c(=O)[nH]1,-3,4,4,.,-7,0.2,5,.,103,1
COc1cc2cc(C)c(Br)c(OC)c2cc1OC,-1,-2,3,11,3,-2.5,-8,-7,93,-1
CC[C@]12c3[nH]c4cc(-c5ccco5)ccc4c3CCN1C(=O)[C@@H](CC(=O)NCCCN(C)C)C[C@@H]2C(=O)N1CCN(C(=O)C2CC2)CC1,3,1,2,15,3,-1.4,17,-8,97,5
